# E-sel TNF inh – blocks E-selectin expression induced by TNF alpha; HUVEC TNFa-induced E-selectin immunofluorescence, high content; inhibition, % at 2 µM; 0.71% of 120,000 active; AID 1246;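 active means inhibition above the batch mean plus 3 SD, and confirmed as a hit on visual image review, cut at about 43% in these data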;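 further: 0% = TNF-stimulated DMSO wells and 100% = unstimulated control wells; not every result past the cut was called active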
# Yeast growth inh – reduces growth of yeast BB579 in restrictive medium; S. cerevisiae BB579 growth, OD615, 48 h; inhibition, % at 10 µM; 0.51% of 140,000 active;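 active means inhibition above a set limit, 3 SD over the mean compound inhibition, cut at about 44% in these data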; further: inactives centre near -24
#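 Test system: S. cerevisiae DeaD strain BB579 yeast; Medium: restrictive CSMM-D medium; Compound: one dose, 10 µM compound with 0.25% DMSO; Incubation: 4 h cell preincubation, 48 h compound exposure, 30 °C humidified; Signal: OD at 615 nm; Benchmarks: amphotericin B at 10 µg/mL as positive control.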
# Phagocytosis inh – blocks phagocytosis by macrophages; J774A.1 macrophage IgG-bead phagocytosis, imaging; inhibition, % at 5 µM; 0.07% of 110,000 active; AID 1029;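 active means inhibition above the mean of the plate negative controls plus 5 SD, cut at about 13% in these data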;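 further: phagocytic index as fraction of beads internalized from green versus red external bead signal; plate controls were DMSO negative control for no effect and cytochalasin-D positive control for full effect; some results beyond the cut were filed as inactive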
# Yeast lifespan up – yeast lifespan extension | S. cerevisiae growth with nicotinamide, OD615; deaD strain in restrictive glucose medium | inhibition of the nicotinamide effect, % at 10 µM | 0.68% of 130,000 active | AID 775;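 active means inhibition above a set limit, placed 3 SD over the median of all compounds, cut at about 26% in these data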;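 further: 0% = nicotinamide-treated wells and 100% = cells grown without nicotinamide; some compounds called inactive have numbers as strong as hits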
#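 Buffer or medium: CSMM-D glucose medium, restrictive; test system: modified budding yeast, DeaD strain; compound: single dose 10 µM compound, 0.25% DMSO; schedule: culture preincubation 4 h, compound exposure 48 h, both 30 °C; detection: optical density (absorbance) at 615 nm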
# Measles CPE – protection of cells from measles virus | AID 841 | 1.5% of 140,000 active | protection (pct of control), % at 4 µM | Measles virus-infected cells, CPE protection, absorbance; in the data active means protection mostly above about 24%, no sharp cut-off; inactive means mostly below about 26%; further: some compounds called inactive have numbers as strong as hits
# GALR2 antag – antagonists of human galanin receptor 2 (GALR2); GALR2-expressing cells, antagonist mode; inhibition, % at 4 µM; 0.39% of 140,000 active; in the data active means inhibition above about 27%;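 further: cells stimulated with galanin 1-16 at roughly its EC80; 0% = agonist challenge control and 100% = basal control without agonist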
# Target sequence (O43603 whole entry, looked up): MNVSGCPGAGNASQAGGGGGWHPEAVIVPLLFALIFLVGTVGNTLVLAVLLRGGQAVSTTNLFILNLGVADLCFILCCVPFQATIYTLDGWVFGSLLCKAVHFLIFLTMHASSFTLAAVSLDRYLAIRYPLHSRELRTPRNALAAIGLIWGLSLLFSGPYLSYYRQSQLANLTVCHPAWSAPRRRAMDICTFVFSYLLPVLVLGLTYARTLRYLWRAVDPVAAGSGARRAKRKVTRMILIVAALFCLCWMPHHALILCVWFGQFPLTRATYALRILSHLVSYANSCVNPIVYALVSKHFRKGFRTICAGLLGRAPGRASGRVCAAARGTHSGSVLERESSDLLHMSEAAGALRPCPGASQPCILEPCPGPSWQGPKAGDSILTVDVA
# NPY Y2 blocker – antagonists of human neuropeptide Y receptor Y2. 0.99% of 140,000 active. inhibition, % at 2.7 µM. NPY-Y2 expressing cells, antagonist mode. P49146; in the data active means inhibition above about 17%;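 further: 0% = vehicle with agonist challenge and 100% = reference antagonist with challenge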
# Target sequence (P49146 whole entry, looked up): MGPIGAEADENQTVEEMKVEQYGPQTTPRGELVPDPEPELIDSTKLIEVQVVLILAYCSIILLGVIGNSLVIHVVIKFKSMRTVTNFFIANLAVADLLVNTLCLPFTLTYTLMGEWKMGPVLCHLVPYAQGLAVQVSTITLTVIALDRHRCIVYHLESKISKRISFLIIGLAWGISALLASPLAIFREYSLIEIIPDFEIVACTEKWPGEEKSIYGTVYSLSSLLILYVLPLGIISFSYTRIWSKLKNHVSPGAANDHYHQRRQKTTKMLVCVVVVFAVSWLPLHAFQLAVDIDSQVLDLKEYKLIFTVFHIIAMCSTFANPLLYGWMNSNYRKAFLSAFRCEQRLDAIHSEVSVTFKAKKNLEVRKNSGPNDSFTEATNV
# HCT116 PTEN-null – growth suppressors of cells with PTEN tumor suppressor deletion; HCT116 PTEN-null viability, CellTiter-Glo, 60 h; active compounds read low; viability, % at 10 µM; 1.2% of 140,000 active;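 active means viability at or below a set limit, 4 SD under the median of all tested compounds, cut at about 3.7% in these data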;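 further: PTEN knockout HCT116 line with beta catenin targeted HCT116 as companion control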
# MRP1 act – activates MRP-1; H69AR cells + doxorubicin, viability rescue, CellTiter-Glo; viability increase, % at 10 µM; 0.61% of 140,000 active; AID 799;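 active means viability gain under doxorubicin at or above a set limit, the compound median plus 3 SD, cut at about 4.7% in these data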;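 further: MRP-1 overexpressing cells given doxorubicin 25 µM after compound pretreatment; 18-22 h compound pretreatment then 72 h with doxorubicin before readout; 0% = doxorubicin-only wells and 100% = vehicle-treated cells without doxorubicin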
# HCT116 bCat-KO – beta-catenin-lacking colon tumor cell growth suppression; HCT116 beta-catenin knockout viability, CellTiter-Glo, 60 h; active compounds read low; viability, % at 10 µM; 1.5% of 140,000 active; AID 818;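 active means viability at or under a set limit, the compound median less 4 SD, cut at about 6% in these data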;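 further: 0% = Hyamine 1622 control at 20 µM and 100% = untreated cell control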
# * = called active by the depositor; . = not tested or not shown.
SMILES,E-sel TNF inh,Yeast growth inh,Phagocytosis inh,Yeast lifespan up,Measles CPE,GALR2 antag,NPY Y2 blocker,HCT116 PTEN-null,MRP1 act,HCT116 bCat-KO
CN1c2cccc3cccc(c23)N(C)C1c1cccs1,37,-26,0,-3,4,10,4,73,-3.3,81
COc1cccc(/C=C/C(=O)OCC(=O)NCC2CCCO2)c1OC (stereo unspecified),17,-13,-4,-6,11,1,2,110,-2.9,81
Cc1cccc(NC(=S)N2CCOCC2)c1C,.,1,-3,4,3,4,1,105,0.9,93
Cc1ccc(C)c(N2C(=O)c3cc(N4CCOCC4)c([N+](=O)[O-])cc3C2=O)c1,8,-14,-2,-1,11,-7,-2,89,-1.6,92
CCOC(=O)c1ccc(NC(=S)N2CCSC2c2ccc(Cl)cc2)cc1 (stereo unspecified),.,-12,3,0,3,-22,3,64,-2.2,75
CC1Oc2ccccc2N(CC(=O)NCc2cccs2)C1=O (stereo unspecified),-37,-14,.,-5,4,3,-1,83,-0.4,92
CCOc1ncccc1C(=O)OCC(=O)c1c(N)n(C)c(=O)n(C)c1=O,6,1,0,11,15,22,8,102,-0.6,97
Cc1cc(C(=O)CSc2nc(N)cc(N)n2)c(C)n1CCc1ccc(F)cc1,-14,-23,0,-4,4,-10,6,61,1.2,58
CCc1cc2c(=O)c(-c3cscn3)coc2cc1O,-3,-32,0,-18,5,8,-3,71,-5.1,64
Cn1ccnc1SCc1cn2cc(Br)ccc2n1,.,-49,-3,-2,10,-12,4,104,-0.2,96
O=C(NC(Nc1nc2ccc([N+](=O)[O-])cc2s1)(C(F)(F)F)C(F)(F)F)c1cccnc1,.,-20,-12,0,7,11,18*,3.0*,-5.8,2.2*
CC1CCCC(C)N1C(=O)COC(=O)c1ccc2c(c1)OCO2 (stereo unspecified),-68,-34,0,6,5,0,-1,97,0.1,94
COc1cc(/C=N/NC(=O)C2C3CCCCC32C)cc(Br)c1O (stereo unspecified),.,-33,-8,6,11,-2,3,93,-2.0,89
CN(C)CCCNC(=O)/C(=C\c1ccc(-c2ccc(Br)cc2)o1)NC(=O)c1ccccc1,.,38,-6,-6,8,9,9,1.8*,-4.1,1.8*
Cc1cccc(OCc2nnc(SCn3nnc4ccccc4c3=O)o2)c1,-23,-40,0,-8,5,11,12,81,0.1,73
COc1cc(/C=C(/C#N)c2nc3ccccc3[nH]2)ccc1Oc1ncccc1[N+](=O)[O-],-29,-63,.,-11,2,9,0,97,-1.0,93
CCOC(=O)c1nnc(-c2ccccc2)nc1Oc1ccc(Cl)cc1,27,-26,-1,13,9,7,-2,31,-2.6,25
COCCN1C(=O)N[C@@H](c2cccs2)C(C(=O)OC)=C1C,-7,-2,.,-1,21,2,0,89,-1.1,86
COC(=O)/C=C1\NCCSC1=O,-7,-41,0,1,3,-3,0,94,-2.8,84
Cc1cccc(NCc2cc(Cl)ccc2O)n1,1,-4,.,.,17,10,0,94,-5.0,90
CC(CNC(=O)COc1ccccc1)OC(=O)Nc1ccc(Cl)c(Cl)c1 (stereo unspecified),-14,10,-5,-6,9,-28,5,77,-1.7,73
Cc1cccc(OCCNc2ccc(C(F)(F)F)cc2[N+](=O)[O-])c1,.,-50,-11,10,18,-5,10,96,1.9,105
CCC(Oc1nc2ccccc2nc1-c1ccccc1NC(C)=O)C(=O)c1ccccc1 (stereo unspecified),15,-43,.,-2,7,2,20*,83,-2.5,82
O=C(Nc1nc2c(s1)CCCC2)Oc1ccccc1,17,-24,1,-9,2,-2,1,95,-0.6,115
CC1CCN(CC(=O)N2CCCc3c2c(=O)oc2ccc(OCc4ccccc4)cc32)CC1,.,-20,2,-11,18,-12,2,17,-2.6,9
O=C(c1ccc2c(=O)n(Cc3ccco3)c(=S)[nH]c2c1)N1CCN(c2ccccc2)CC1,10,-55,.,-23,4,0,12,38,-3.4,52
CCOc1ccccc1C(=O)Nc1cc(Cl)ccc1O,-26,-49,-1,-16,25,6,-3,66,-2.4,57
O=[N+]([O-])c1ccc(N2CCN(c3ccccc3F)CC2)c(S(=O)(=O)N2CCOCC2)c1,.,-24,-14,0,1,-6,17,63,-1.3,70
CC(C)c1ccc(C2CC(c3ccc(Br)cc3)=NN2C(N)=S)cc1 (stereo unspecified),.,3,-2,-4,8,-6,8,22,-2.4,13
Cc1nn(-c2ccccc2)c(N2CCCC2)c1/C=N/NC(=O)c1ccccc1O,.,-35,1,-5,4,20,0,91,-3.8,88
Cc1cc(-n2c(=O)c(C#N)cc3c(=O)n4ccccc4nc32)no1,.,-2,0,-12,1,-37,5,98,0.7,101
CCN(CC)C(=O)CSc1ncnc2c1cnn2-c1ccccc1,14,-47,.,.,11,-6,-3,94,-1.1,93
Cc1ccc(N/N=C(/Sc2nnnn2-c2ccccc2)C(=O)c2ccccc2)cc1,.,-8,-1,25,15,10,0,92,-1.4,87
O=c1[nH]n2c(=O)c3c([nH]c2c1N=Nc1cccc(Cl)c1)CCCC3,11,-30,.,.,25,-5,4,106,2.0,92
O=C(Nc1nccs1)c1ccc2nccnc2c1,.,-29,-1,5,10,9,4,89,-1.3,83
O=C(C1CC1)N1CCc2[nH]c3ccccc3c2C1,12,-46,.,.,13,5,2,98,0.0,103
COc1ccc(NC(=O)c2ccc(NC(=O)C(C)C)cc2)c([N+](=O)[O-])c1,-1,-22,-5,7,32,7,2,92,-1.7,98
CCCCCCNCc1ccc(Br)cc1,5,-1,-1,-1,18,7,5,86,-3.8,84
O=C1CCCC(O)=C1C=Nc1ccc(O)cc1,-4,-14,2,-6,6,25,1,83,-1.2,79
O=C(COc1ccc(Cl)cc1Cl)Nc1ccccn1,33,-1,-3,-8,10,-5,0,58,-2.5,72
CC1(CC(=O)N/N=C/c2ccc(-c3ccc(C(=O)O)cc3)o2)OCCO1,-30,12,0,-8,5,0,2,86,-2.4,92
O=S(=O)(NC12CC3CC(CC(C3)C1)C2)c1ccc(F)cc1,19,-59,.,14,15,-6,2,80,-0.6,78
CN(Cc1ccccc1)c1ccc(N2C(=O)CCCC2=O)cc1[N+](=O)[O-],-7,-16,-3,-2,17,7,3,94,-1.1,91
CC(C)NC(=O)C(OC(=O)c1ccccc1)C(OC(=O)c1ccccc1)C(=O)O (stereo unspecified),35,-27,.,-8,27,-14,2,106,0.8,97
CCN(CC)CCN1C(=O)C(O)=C(C(=O)c2ccco2)C1c1ccccn1 (stereo unspecified),14,-48,-1,1,18,-6,2,97,-0.8,94
CCc1ccc2[nH]c3nc(C)cc(C)c3c(=O)c2c1,.,-7,-11,-2,3,10,3,85,-2.0,85
COc1cc2c(cc1OC)CN(C(=O)C1(c3ccccc3)CC1)CC2,.,-52,-2,-6,4,-7,-1,98,-0.9,101
CCCOc1ccc(N2C(=O)CC(NCCNc3ccc(S(=O)(=O)CC)cc3)C2=O)cc1 (stereo unspecified),-14,-43,-2,-1,11,-13,-1,95,-1.1,89
Cc1ccc(NC(=O)COC(=O)c2ccc([N+](=O)[O-])s2)c(C)c1,.,-30,-15,1,12,-1,1,99,3.5,94
O=C(O)C1C2C=CC(O2)C1C(=O)Nc1ccc(S(=O)(=O)Nc2ccccc2)cc1 (stereo unspecified),21,-57,-1,-4,3,4,1,95,-1.0,98
O=C1c2ccccc2NC2CCCCCN12 (stereo unspecified),-25,-14,.,-6,11,1,0,95,-3.3,85
O=C(CCCCl)NC1=NN(c2ccccc2)C(=O)C1,.,-27,.,7,15,10,0,96,7.3*,95
CC1CSc2ccccc2NC1=S (stereo unspecified),-33,-48,.,.,8,-1,6,86,-2.2,96
Cc1cc(C(=O)C(C)OC(=O)C2=NNC(=O)CC2)c(C)n1-c1ccc(OC(F)F)cc1 (stereo unspecified),1,-41,.,-10,11,0,-3,76,-0.6,79
O=C(CSc1ncnc2c1cnn2CCO)Nc1cccc(C(F)(F)F)c1,.,-51,-2,-1,9,4,3,91,2.8,89
O=C(c1cc2c(s1)CCC2)N1CCN(c2ccccc2)CC1,12,-75,0,-9,6,-7,3,98,-0.7,90
O=C(CN1CCCCC1)Nc1ccc(F)c(Cl)c1,.,4,0,-2,56*,12,3,94,-2.3,92
O=C(NCc1cccs1)C1CC(=O)N(c2ccccc2)C1 (stereo unspecified),2,-41,0,-14,5,8,1,99,-2.4,104

# Compound activity deposited in PubChem BioAssay by several laboratories.

# The order is random. Share with any hit: about 6.1%.
